# Source: PubChem (several laboratories)
# Hsp70 act: Hsp70 transcriptional activation, primary screen; HeLa Hsp70 promoter luciferase reporter, luminescence; scaled: vehicle 0, proteasome-inhibitor control 100%; activation, % at 10 µM; hit rate 0.04% among 200,000; AID 1203;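 active = activation above the mean across all tested compounds plus 3 SD, cutoff set per campaign, cut at about 5.5% in these data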;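 also: 100% = MG132 at 30 µM as the positive control and 0% = DMSO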
# Efa HMGR inh: E. faecalis class II HMG-CoA reductase inhibition | purified E. faecalis HMGR, NADPH absorbance 340 nm kinetic | inhibition, % at 10 µM | hit rate 0.41% among 190,000;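 active = inhibition above a set limit, the median over all tested compounds plus 3 SD, cut at about 9.5% in these data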;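 also: enzyme runs in reverse so mevalonate oxidation gives rising NADPH absorbance; 0% = complete reaction with DMSO and 100% = background rate lacking mevalonate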
# STAT1 activator: increases IFN-gamma driven STAT1 reporter signal | NIH 3T3 STAT1-luciferase reporter, luminescence; 100% = IFN-gamma alone, no compound | activation (% of control), % at 5.5 µM | hit rate 2.6% among 200,000 | AID 932;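 active = activation above the screen-wide mean activation plus 3 SD, cut at about 130% in these data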;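 also: raw ratio to IFN-gamma control signal so 100% means no change and 0% no light; values of inactives mirror those of a sister screen read the other way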
# FLuc inh counter: counter-screen for luciferase assay inhibitors: firefly luciferase inhibition; P08659; ATPLite firefly luciferase biochemical luminescence, 10 min; inhibition, % at 10 µM; hit rate 1.5% among 200,000; AID 1006;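 active = inhibition above about 50% when tested at 10 µM, limit read from the data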
# Target sequence (P08659 whole entry, looked up): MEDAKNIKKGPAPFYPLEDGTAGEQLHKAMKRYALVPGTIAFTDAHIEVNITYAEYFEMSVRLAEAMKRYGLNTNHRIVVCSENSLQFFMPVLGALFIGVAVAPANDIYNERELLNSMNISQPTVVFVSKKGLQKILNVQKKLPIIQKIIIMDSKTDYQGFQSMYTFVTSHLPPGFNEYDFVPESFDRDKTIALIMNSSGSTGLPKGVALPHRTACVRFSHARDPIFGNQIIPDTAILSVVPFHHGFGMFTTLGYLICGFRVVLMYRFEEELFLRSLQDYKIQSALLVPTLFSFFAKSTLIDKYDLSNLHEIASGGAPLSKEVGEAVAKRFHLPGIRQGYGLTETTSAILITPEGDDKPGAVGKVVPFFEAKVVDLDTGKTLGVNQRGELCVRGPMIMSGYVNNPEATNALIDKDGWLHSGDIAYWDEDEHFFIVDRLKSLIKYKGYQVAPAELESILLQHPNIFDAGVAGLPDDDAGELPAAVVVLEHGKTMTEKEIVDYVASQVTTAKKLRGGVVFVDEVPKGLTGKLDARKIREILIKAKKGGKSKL
# APP 5'UTR act: APP 5'UTR luciferase reporter activation; hit rate 1% among 190,000; AID 1276; activation, % at 2 µM; SH-SY5Y APP 5'UTR luciferase reporter, luminescence; zero percent = DMSO vehicle wells;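 active = activation above a set limit, based on mean plus 3 SD of controls, cut at about 140% in these data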; also: values of inactives mirror those of a sister screen read the other way
# Redox H2O2 prof: compounds producing H2O2 with reducing agent – biochemical, NIH compound library profiling, artefact control for MLSCN library redox annotation, primary screen | DTT-dependent redox cycling H2O2, phenol red/HRP absorbance; 100% = 100 µM peroxide control, 0% = buffer | activation, % at 10 µM | hit rate 0.03% among 200,000 | AID 878;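 active = activation of at least 50% relative to the plate's high and low controls in the primary single-dose screen; inactive = activation below 50%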;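 also: compound incubated with DTT at 0.8 mM final as the reducing agent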
# APP transl inh: APP translation inhibition; hit rate 0.82% among 190,000; SH-SY5Y APP 5'UTR-luciferase reporter, luminescence; inhibition, % at 2 µM;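 active = inhibition above a set limit, derived from the sample mean plus 3 SD, cut at about 45% in these data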; also: values of inactives mirror those of a sister screen read the other way
# G6PDH CS: counter-screen for G6PDH assay hits: L. mesenteroides G6PDH inhibition; Purified L. mesenteroides G6PDH, diaphorase/resazurin coupled fluorescence, 45 min; inhibition, % at 5 µM; hit rate 0.12% among 200,000; in the data active = inhibition above about 50%
# FLuc act counter: firefly luciferase counter-screen for stimulation assays; P08659; ATPlite luciferase biochemical, luminescence, 10 min; 0 = ATP-free wells, 1 = DMSO control; activation factor at 10 µM; 200,000 tested, under 10 active; AID 1027;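 active = luciferase activation factor, scaled between plate controls, of at least 2 with compound at 10 µM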
#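 Assay system: Luciferase/luciferin reagent mix; Medium: PBS as buffer for the ATP substrate; Dosing: test compounds dosed from 2 mM stocks in 100% DMSO; Times: 10 min, room temperature; Signal: luminescence from luciferase reaction; Read-out: luciferase activation; Controls: No-ATP low control, compound-free enzyme-plus-ATP high control.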
# NF-kB expr up: compounds increasing NF-kB expression in human neuronal cells; NF-kB reporter expression; active compounds read high; fold change at 12.5 µM; hit rate 1.6% among 190,000; AID 1239; in the data active = fold change above about 3.3
# The depositor's hits bear a star; · = no result given. Rows were taken by chance; about 5.3% have a hit in one of these screens.
SMILES,Hsp70 act,Efa HMGR inh,STAT1 activator,FLuc inh counter,APP 5'UTR act,Redox H2O2 prof,APP transl inh,G6PDH CS,FLuc act counter,NF-kB expr up
Cc1ccc(N2C(=O)C(CC(=O)Nc3cccc(F)c3)N(CCc3ccncc3)C2=O)cc1 (centres undefined),-0.2,-4,100,0,5,-0.3,-6,6,1,0.89
O=C(CSc1nnc(CN2CCOCC2)n1-c1ccccc1)N1CCc2ccccc21,-0.2,-2,98,-5,3,1.5,-3,13,1.1,1.1
COc1cc(NC(=O)COC(=O)c2ccccc2F)cc(OC)c1,-0.3,5,107,-2,6,-0.1,-6,-14,1,1.3
COc1ccccc1-n1c(SCC(=O)Nc2ccc(C)cc2)nc(O)cc1=O,-0.4,0,98,-1,6,-12,-6,12,1,0.9
c1cc2c3c(cccc3c1)C(N1CCN(C3=Nc4cccc5cccc3c45)CC1)=N2,-0.3,·,95,·,0,4.0,0,·,·,·
Nc1cc(CN2C(=O)c3ccccc3C2=O)cc(Cl)c1O,-0.3,-3,91,4,9,-2.3,-9,-11,1,0.95
O=C(CC1CCCCC1)NCCOc1ccccc1,-0.3,2,117,0,3,-0.2,-3,-3,1,1.4
CC(C)COC(=O)Nc1nnc(Cc2ccccc2)s1,-0.1,6,133*,-3,-11,0.7,11,5,1,2.4
O=C(CCCc1nc(-c2ccccc2Cl)no1)N1CCOCC1,0.2,0,102,-3,8,-0.2,-8,-4,1,0.97
CCC1(C)Cc2c(sc3nc(NC)n(C)c(=O)c23)CO1 (centres undefined),-0.1,-2,108,4,-3,-0.4,3,15,1,1.4
CC1CCN(C(C)C(=O)Nc2ccccc2-c2ccccc2)CC1 (centres undefined),0.1,-2,97,-5,-11,-3.4,11,4,1,0.97
COc1ccc(C(=O)NC(C(=O)NCc2ccccc2OC)C(C)C)cc1 (centres undefined),0.2,-5,98,-7,4,0.1,-4,4,1.1,1.3
COc1cccc(/C=N/NC(=O)c2[nH]c(C)c(C(=O)N/N=C/c3cccc(OC)c3)c2C)c1,-0.4,-1,98,6,-2,-0.3,2,15,0.9,0.29
COc1ccc(/C(C)=N/OC/C(O)=C(\C#N)c2nc3ccccc3[nH]2)cc1OC,0.2,-2,102,-3,15,-0.5,-15,5,1,1.2
COc1ccc2cc(/C=N/O)c(Cl)nc2c1,-0.2,-4,129*,3,25,0.2,-25,5,1,1.8
CC1(C)Oc2ccc(NC(=O)C3COc4ccccc4O3)cc2O1 (centres undefined),-0.5,-1,120,41,168*,0.0,-168,15,0.6,4.9*
COC(=O)c1ccccc1NC(=O)NCc1ccncc1,-0.3,-8,96,4,-11,-1.6,11,5,1,1.2
COc1cc2[nH]c(=O)n(CCC(=O)N3CCN(Cc4ccccc4)CC3)c(=O)c2cc1OC,0.0,1,100,0,-2,-0.1,2,4,1,0.87
Cc1nc2ccc(F)cc2cc1C(=O)NC(C)C,0.0,-4,93,-4,-11,-3.6,11,5,1,0.96
CCc1ccc(NC(=O)c2cnc3n(c2=O)CCS3)cc1,-0.2,-6,131*,14,40,-1.0,-40,-4,0.9,2.8
Cc1occc1C(=O)N/N=C/c1ccc(Cl)c([N+](=O)[O-])c1,-0.3,-8,110,8,9,-0.3,-10,-16,0.9,1.4
CN(C)c1ccc(C(CC(=O)O)NC(=O)c2ccc(Cl)cc2)cc1 (centres undefined),-0.4,-2,95,-4,-9,0.7,9,13,1,1.3
CCn1c(SCC(=O)NCc2ccc(C)cc2)nnc1-c1ccncc1,0.1,-6,94,-8,-1,0.0,1,3,1.1,1
Cc1nc2ccccn2c1/C(O)=C1\C(=O)C(=O)N(CCCN(C)C)C1c1ccc(F)cc1 (centres undefined),-0.4,·,104,·,-11,0.0,10,·,·,·
O=c1cc(N2CCOCC2)[nH]c(=O)n1-c1ccc(Br)cc1,-0.3,-5,97,-4,-6,-0.8,6,2,1,1.1
O=C(COc1ccc(Cl)cc1)NNC(=O)CSc1nncs1,-0.3,0,104,-5,0,-0.2,0,8,1,0.98
CC(C)NCC(O)(c1ccc(Cl)cc1)c1ccc(Cl)cc1,-0.1,13*,105,-10,9,-0.1,-9,13,1.1,1.1
COc1ccccc1-c1cc(C(=O)Nc2cc(C)nn2-c2ccccc2)no1,0.2,-2,90,-3,-14,1.6,14,-51,1,1.3
CCCCOc1ccc(C(=O)N2CCCC2C(=O)O)cc1 (centres undefined),-0.1,-1,106,-6,-4,0.0,4,2,1.1,1
O=C(NCc1cccc(C(F)(F)F)c1)C1CC(c2c(Cl)cccc2Cl)=NO1 (centres undefined),-0.1,-8,94,-7,1,-4.7,-1,7,1.1,1.1
COC(=O)CCN(C(=O)c1cc(OC)c(OC)c(OC)c1)c1ccccn1,-0.1,-2,103,-4,·,0.2,·,3,1,1.2
CC(C)N(CC#CCC(O)(c1ccccc1)c1ccccc1)C(C)C,-0.2,-7,92,-4,2,-0.7,-2,0,1,1.2
COc1ccc(N2CCN(C(CNC(=O)c3ccc4c(c3)OCO4)c3ccco3)CC2)cc1 (centres undefined),0.0,-7,96,0,-2,-1.1,2,-4,1,1.2
CCCCCn1c2nc3ccccc3nc2c2c(=O)n(CC(C)C)cnc21,-0.1,-8,91,-6,13,0.7,-13,2,1.1,1.4
Cc1ccccc1C(=O)c1c[nH]c(C(=O)NCCCn2ccnc2)c1,-0.2,-6,108,3,8,1.7,-8,6,1,0.87
COc1ccc(NC(=O)Cn2c(=O)n(-c3ccc(OC)cc3OC)c(=O)c3c(C)c(C)sc32)cc1,-0.3,-1,91,-3,-5,-0.2,5,-7,1,0.92
Cc1ccc2c(c1)cc(CN(Cc1ccco1)S(=O)(=O)c1ccccc1)c1nnnn12,0.2,0,100,-9,0,-2.3,0,7,1.1,0.73
Cc1ccc(NC(=O)c2cn(-c3cccc(C)n3)cn2)cc1,-0.2,-1,126,7,30,3.0,-30,5,0.9,2.6
COc1cc2[nH]c(=S)n(Cc3cccs3)c(=O)c2cc1OC,-0.1,-3,100,-4,-8,0.1,8,0,1,0.77
CC1=C(C(=O)NCCN2CCN(C)CC2)C2(CCC(C)CC2)OC1=O (centres undefined),0.2,2,100,-1,8,2.0,-8,-1,1,1.1
O=C(c1cccs1)N1CCN(S(=O)(=O)N2CCOCC2)CC1,-0.2,-1,102,-8,13,0.6,-13,-4,1.1,0.9
C=C(Cl)COc1ccc2c(CC)cc(=O)oc2c1,-0.5,-8,102,-4,-5,0.7,5,7,1,0.96
C/C(=N\NC(=O)c1cc(C2CC2)nc2ccccc12)c1ccc(C)s1,0.1,-3,106,-4,-3,1.6,3,11,1,1.4
O=C(CN(Cc1cccs1)S(=O)(=O)c1ccc(S(=O)(=O)N2CCCCC2)cc1)Nc1ccccc1,-0.4,-5,95,-7,12,0.5,-12,-7,1.1,1.4
N/C(=N\OC(=O)C1CCCCC1)c1cccc([N+](=O)[O-])c1,-0.1,-3,116,49,66,2.2,-66,12,0.5,2.9
Cc1ccc(SCC(=O)NCCSCc2ccccc2)cc1,-0.2,-4,107,0,10,0.4,-10,-2,1,0.97
Cc1occc1C(=O)N/N=C/C(Br)=C/c1ccccc1,0.0,10*,148*,50,155*,0.0,-155,-3,0.5,6.4*
CCc1ccc2nc3sc(C(=O)O)cc3cc2c1,0.1,5,118,68*,13,0.0,-13,13,0.3,1.8
O=C(NNc1ccnc2cc(Cl)ccc12)C1CCCCC1,-0.1,-3,66,-3,-18,0.8,18,0,1,1.1
COC(=O)c1ccc(COC(=O)c2ccc(CS(=O)(=O)c3ccc(C)cc3)cc2)cc1,-0.1,3,100,-8,9,0.5,-9,0,1.1,1
Cn1cc(Cl)c(C(=O)NC2CCCCCC2)n1,-0.2,-2,95,-2,10,7.7,-10,-11,1,1.4
O=C(COc1ccccc1)NCC(c1cccs1)N1CCOCC1 (centres undefined),0.0,-6,103,-8,10,0.0,-10,6,1.1,1
Cc1cc(C)c(OCC(=O)Nc2cccc(O)c2)cc1C,0.1,1,116,34,99,1.5,-99,-5,0.7,2
COc1cccc(NC(=O)C2CC(=O)n3cnnc3S2)c1 (centres undefined),-0.3,-5,82,-2,8,0.1,-8,11,1,1.2
O=C(NCC1CCCO1)Nc1ccccc1 (centres undefined),-0.4,0,100,-2,7,-0.2,-7,3,1,1.1
COc1cc(C(=O)Nc2ccncc2)cc(OC)c1OC,0.1,-4,100,0,-8,-3.4,8,1,1,0.96
Cc1cccc(NC(=O)CSc2nc(NS(=O)(=O)c3ccccc3)cc(=O)[nH]2)c1,-0.3,-1,102,-5,0,-0.1,0,16,1,1
N#Cc1cc(-c2ccc(Cl)cc2)cn(Cc2c(Cl)cccc2Cl)c1=O,0.0,-2,94,-3,·,1.0,·,2,1,1.1
O=S1(=O)CC(NCc2ccccc2)C(Nc2ccccc2)C1 (centres undefined),-0.2,-1,101,-3,-1,1.0,1,-1,1,1.1

# Copied from the list:
# STAT1 activator, `CC1=C(C(=O)NCCN2CCN(C)CC2)C2(CCC(C)CC2)OC1=O` (centres undefined) stands at 100
# APP transl inh, `Cc1cc(C)c(OCC(=O)Nc2cccc(O)c2)cc1C` stands at -99

# Structures shown so far that have a thiophene ring, fused or not (8):
SMILES,Hsp70 act,Efa HMGR inh,STAT1 activator,FLuc inh counter,APP 5'UTR act,Redox H2O2 prof,APP transl inh,G6PDH CS,FLuc act counter,NF-kB expr up
CCC1(C)Cc2c(sc3nc(NC)n(C)c(=O)c23)CO1 (centres undefined),-0.1,-2,108,4,-3,-0.4,3,15,1,1.4
COc1ccc(NC(=O)Cn2c(=O)n(-c3ccc(OC)cc3OC)c(=O)c3c(C)c(C)sc32)cc1,-0.3,-1,91,-3,-5,-0.2,5,-7,1,0.92
COc1cc2[nH]c(=S)n(Cc3cccs3)c(=O)c2cc1OC,-0.1,-3,100,-4,-8,0.1,8,0,1,0.77
O=C(c1cccs1)N1CCN(S(=O)(=O)N2CCOCC2)CC1,-0.2,-1,102,-8,13,0.6,-13,-4,1.1,0.9
C/C(=N\NC(=O)c1cc(C2CC2)nc2ccccc12)c1ccc(C)s1,0.1,-3,106,-4,-3,1.6,3,11,1,1.4
O=C(CN(Cc1cccs1)S(=O)(=O)c1ccc(S(=O)(=O)N2CCCCC2)cc1)Nc1ccccc1,-0.4,-5,95,-7,12,0.5,-12,-7,1.1,1.4
CCc1ccc2nc3sc(C(=O)O)cc3cc2c1,0.1,5,118,68*,13,0.0,-13,13,0.3,1.8
O=C(COc1ccccc1)NCC(c1cccs1)N1CCOCC1 (centres undefined),0.0,-6,103,-8,10,0.0,-10,6,1.1,1
